# Source: PubChem
# ADAM10 inh: ADAM10 inhibition, QFRET primary screen; recombinant ADAM10, EDANS/DABCYL FRET peptide cleavage, 3 h; actives 0.62% (n = 370,000); O14672; inhibition, % at 7 µM;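 active = inhibition above a per-campaign cutoff equal to the mean of compounds falling between control-based bounds plus 3 SD, cut at about 20% in these data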;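 note: 0% = DMSO wells while the 100% control is not disclosed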
# DDE Tn7 FP inh: DD(E)-Tn7 binding inhibition, primary FP screen. P02675. FP displacement of FITC-Tn7 peptide from fibrin DD(E); 0% = median of compound wells per plate. inhibition, % at 8.3 µM. actives 0.13% (n = 370,000);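 active = inhibition above the mean of compounds falling within the control limits plus 3 SD of them, cut at about 14% in these data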;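 note: 0% = plate median of compound wells and 100% = 10 µM Aha-Tn7 peptide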
# Target sequence (P02675 whole entry, looked up): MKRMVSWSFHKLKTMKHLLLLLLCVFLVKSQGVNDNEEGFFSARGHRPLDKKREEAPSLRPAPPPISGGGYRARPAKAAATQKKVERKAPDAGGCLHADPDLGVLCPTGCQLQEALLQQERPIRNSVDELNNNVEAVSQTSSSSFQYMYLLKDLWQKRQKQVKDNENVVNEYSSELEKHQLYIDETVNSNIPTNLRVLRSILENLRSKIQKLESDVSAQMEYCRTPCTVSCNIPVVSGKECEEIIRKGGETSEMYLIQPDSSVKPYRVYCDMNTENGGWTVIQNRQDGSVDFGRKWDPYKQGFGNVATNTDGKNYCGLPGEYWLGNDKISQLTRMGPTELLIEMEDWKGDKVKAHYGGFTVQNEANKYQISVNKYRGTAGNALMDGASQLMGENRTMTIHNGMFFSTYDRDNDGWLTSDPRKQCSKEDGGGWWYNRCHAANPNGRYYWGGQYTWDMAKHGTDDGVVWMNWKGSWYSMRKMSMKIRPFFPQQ
#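 Assay system: human fibrin DD(E) protein / Input: 2 µM fibrin DD(E) / Benchmarks: high control of 10 µM Aha-Tn7 peptide / Measured by: fluorescence polarization of the labelled Tn7 tracer / Medium: Tris buffer with calcium and detergent, pH 7.8 / Timing: 10 min compound pre-incubation, 3 h probe incubation at room temperature / Repeats: one replicate per compound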
# ASAP1 GAP inh: blocks human ASAP1-stimulated Arf1 GTP hydrolysis | Q9ULH1 | GDP FP detection | inhibition, % at 16.5 µM | actives 0.19% (n = 360,000); in the data active = inhibition above about 25%;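 note: 0% = vehicle with enzyme and substrate and 100% = no enzyme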
# PLCg1 inh: blocks human PLC-gamma1 enzyme activity; purified PLC-gamma1, fluorogenic substrate, fluorescence; inhibition, % at 12.2 µM; actives 0.84% (n = 370,000); in the data active = inhibition above about 9.5%
# ADAM17 inh: inhibitors of human ADAM17; P78536; recombinant ADAM17, EDANS/DABCYL FRET peptide cleavage; inhibition, % at 6.95 µM; actives 0.83% (n = 370,000);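 active = inhibition above the mean of compounds lying between control limits plus 3 SD, set per campaign, cut at about 8.5% in these data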;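 note: 0% = DMSO-only wells as the low control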
# Tn6 DDE FP: inhibitors of Tn6 peptide binding to human fibrin DD(E). Fibrin DD(E) TRITC-Tn6 fluorescence polarization displacement. inhibition, % at 8.3 µM. actives 0.21% (n = 370,000). AID 720509;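 active = inhibition above a per-campaign cutoff: mean of compounds within control limits plus 3 SD, cut at about 15% in these data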;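 note: 0% = median of all compound wells on the plate and 100% = blocking peptide control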
# PLCb3 inh: blocks human PLC-beta3 enzyme activity; inhibition, % at 12.2 µM; Purified PLC-beta3, fluorogenic substrate, fluorescence; actives 0.18% (n = 370,000); AID 720704; in the data active = inhibition above about 11%;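 note: 0% = median of compound wells on plate and 100% = full blocker control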
# TDP2 absorb: blocks human TDP2 phosphodiesterase activity | inhibition, % at 12.8 µM | AID 720702 | actives 0.34% (n = 370,000) | O95551 | recombinant TDP2, T5PNP hydrolysis, p-nitrophenol absorbance 415 nm;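 active = inhibition above the mean of all tested compounds plus 3 SD, set per campaign, cut at about 25% in these data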;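 note: 0% = DMSO with enzyme and 100% = buffer with substrate but no TDP2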
# Target sequence (O95551 whole entry, looked up): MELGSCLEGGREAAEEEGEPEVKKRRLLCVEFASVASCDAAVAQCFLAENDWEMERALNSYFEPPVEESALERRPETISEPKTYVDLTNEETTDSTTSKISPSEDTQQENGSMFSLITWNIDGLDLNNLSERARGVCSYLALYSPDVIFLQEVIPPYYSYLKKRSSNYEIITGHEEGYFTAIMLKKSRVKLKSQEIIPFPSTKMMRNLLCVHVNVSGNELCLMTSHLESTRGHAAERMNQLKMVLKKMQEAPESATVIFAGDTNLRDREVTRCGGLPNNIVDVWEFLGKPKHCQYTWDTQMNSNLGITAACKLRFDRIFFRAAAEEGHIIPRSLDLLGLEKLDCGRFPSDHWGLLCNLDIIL
#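 Evaluation: % inhibition relative to enzyme-containing and enzyme-free wells. Material: recombinant human TDP2. Benchmarks: enzyme-free and DMSO wells. Timing: enzyme reaction with compound for 2 h at 37 °C. Compound dosing: 12.8 µM only. Measured by: p-Nitrophenol epi absorbance. Reagent: T5PNP substrate at 5 mM, a TopII-DNA adduct mimic. Replication: single well per compound.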
# ARFGAP1 inh: inhibits rat ARF GTPase activating protein 1; Q62848; Arfgap1-stimulated ARF1 GTP hydrolysis, GDP FP detection; inhibition, % at 16.5 µM; actives 0.26% (n = 360,000); AID 651572;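 active = inhibition above a per-plate limit, mean inhibition of low control wells plus 3 SD, cut at about 25% in these data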;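 note: 0% = DMSO wells with enzyme and 100% = wells lacking Arfgap1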
#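 Material: rat Arfgap1 GAP domain (His6, aa 1-136), purified enzyme. Also added: human ARF1(Δ1-17)-GTP substrate. Compound dosing: 16.5 µM single point, 1.26% DMSO. Timing: enzyme reaction 120 min at 25 °C after 20 min preincubation. Signal: GDP detection by fluorescence polarization. Read-out basis: percent inhibition of GAP-stimulated GDP formation, scaled between DMSO and no-Arfgap1 medians.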
# SIAE inh: blocks human sialic acid acetylesterase. inhibition, % at 9.66 µM. SIAE FP-Rh probe binding, fluorescence polarization. actives 0.69% (n = 370,000);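 active = inhibition above a cutoff: mean of compounds within the control limits plus 3 SD of those, cut at about 17% in these data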;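 note: 0% = plate median of compound wells and 100% = probe without SIAE protein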
# An asterisk follows results filed as active; i = inactive; . = not tested or not shown.
SMILES,ADAM10 inh,DDE Tn7 FP inh,ASAP1 GAP inh,PLCg1 inh,ADAM17 inh,Tn6 DDE FP,PLCb3 inh,TDP2 absorb,ARFGAP1 inh,SIAE inh
N#Cc1ccc2ccn(CC(=O)N3CCCc4ccccc43)c2c1,-23,-5,14,-9,-11,-6,-14,-6,10,-6
O=C(O)c1ccc(Nc2ncc([N+](=O)[O-])cc2[N+](=O)[O-])cc1,-1,0,2,2,1,7,3,6,-8,1
c1ccc(-c2nnc(Cn3c4ccccc4c4nc5ccccc5nc43)o2)cc1,-2,5,-2,-10,-3,-5,-9,4,-6,-1
Cc1ccc(NC(=O)CC2S/C(=N/N=C3/NC(=O)CS3)NC2=O)cc1 (stereo not given),-1,-2,3,-2,-4,4,-5,7,-7,-1
Cc1ccc(OCc2cc(C(=O)N3CCN(c4ccccc4)CC3)no2)cc1C,-8,-5,-8,-2,0,4,-5,-9,-1,-3
S=C(Nc1ccccc1)N1CCn2c(nc3ccccc32)C1,-4,-11,13,-2,-1,7,0,8,0,0
COc1ccc(-n2c(CNc3ccc(C)cc3)nnc2SCC(=O)Nc2nc(-c3ccccc3)cs2)cc1,-5,2,7,-2,-4,-8,2,-1,-12,-3
COc1ccccc1C(=O)N1CC(=O)Nc2ccc(C)cc2C1c1ccc(F)cc1 (stereo not given),-2,4,-2,1,0,4,5,10,-6,-4
Cc1cc(N2CCOCC2)nc2ccc(NC(=O)CCC(=O)N3CCCCC3)cc12,i,0,-19,-52,-174,-1,-70,-4,3,-1
CCOC(=O)C1CCN(C(=O)C(C)(C)NC(=O)Nc2ccccc2Cl)CC1,-4,3,.,1,-4,2,2,1,.,-1
CN1C(=O)C(=O)/C(=C(/O)c2ccc(Br)cc2)C1c1ccccc1F (stereo not given),7,-3,9,-4,0,12,-6,-4,-19,5
COC(=O)[C@]12C[C@H](CC(=O)N3CCN(C(=O)c4ccco4)CC3)C(=O)N(Cc3ccccc3)C1=C[C@H](C(C)(C)C)O[C@@H]2C,5,-7,-4,3,1,-1,7,-5,8,-3
O=C(CSC1=NCCN1)NC(c1ccccc1)c1ccccc1,4,-4,-9,3,1,6,-2,11,-6,2
COc1ccc(-n2c3c(cc(C(=O)NC4CCSC4=O)c2=O)C(=O)CC(C)(C)C3)cc1 (stereo not given),-62,4,8,-126,-16,6,-161,4,1,3
COc1ccc(S(=O)(=O)N2CCC(C(=O)NC(c3nc4ccccc4[nH]3)C(C)C)CC2)cc1 (stereo not given),-12,-1,7,-6,2,-13,-8,-19,10,4
Cc1cc(NC(=O)c2cccc(C(=O)Nc3cc(C)on3)n2)no1,-2,1,-3,2,7,-2,1,-11,-2,-13
O=C(O)CCC(=O)N1N=C(c2ccccc2)CC1c1ccc2c(c1)OCO2 (stereo not given),-7,8,-9,-6,-4,-2,-7,3,-1,0
Cc1ccc(C(=O)c2oc3ccc(Cl)cc3c2NC(=O)CN2CCN(C)CC2)cc1,-1,3,-17,-6,-4,2,-25,-2,-2,-1
Cc1c(C(=O)N2CCN(C3CCS(=O)(=O)C3)CC2)oc2ccc(Cl)cc12 (stereo not given),-6,7,-4,0,-1,-2,-7,1,-1,0
O=C(Nc1cccnc1)c1ccc(S(=O)(=O)c2ccccc2)cc1,4,4,4,5,0,3,0,0,-5,-4
Cc1ccc(N2C(=O)c3cccc4cccc(c34)C2=O)cc1,-1,-1,-6,1,-1,1,1,4,-4,-5
Cc1ccc(C2(O)C(=O)c3ccccc3C2=O)c(O)c1C,6,-4,2,8,-3,-1,4,-5,-5,4
Cc1ccccc1N1C(=O)C(Cl)=C(N2CCN(c3ccccc3)CC2)C1=O,0,-2,1,7,2,-1,0,-7,12,-1
Cc1csc(NC(=O)C2CCN(S(=O)(=O)c3ccccc3F)CC2)n1,-8,-2,-4,1,-4,-5,-1,-5,7,9
COc1ccc(/C=N/NC(=O)c2cccc(Br)c2)cc1CN1CCOCC1,4,2,-1,-3,4,-2,-11,9,-6,5
O=C(N/N=C/c1cccs1)c1cccc2cc[nH]c12,-2,-2,8,0,-2,-7,-6,-11,6,-6
CCCN1C(=O)/C(=N\OCC(=O)NC23CC4CC(CC(C4)C2)C3)c2ccccc21,2,0,-7,2,-1,9,3,-6,5,-2
O=C(CSc1ccccn1)NC1CCCc2c1cnn2-c1ccccc1F (stereo not given),-4,4,-5,-3,-5,-4,-4,1,-15,7
O=C(NCc1cccs1)c1cc(-c2ccccc2)nn1CC1CC(c2cccc([N+](=O)[O-])c2)=NO1 (stereo not given),16,-4,10,3,11*,-6,1,-5,1,-32
CCOc1ccc(N(C(=O)c2snc(C(N)=O)c2N)C(CC)C(=O)NC2CCCC2)cc1 (stereo not given),-1,-3,14,-2,-4,-5,-8,12,10,1
CC/C(=N\NC(=O)c1ccc(-c2ccccc2)cc1)C12CC3CC(CC(C3)C1)C2,1,9,-8,-13,-3,5,-16,-7,-5,2
COc1ccc(O)c(/C=N/NC(=O)c2ccc(CSc3nc(C)cc(C)n3)cc2)c1,19,-8,13,-31,14*,-15,-42,-10,30*,4
Nc1ccn([C@@H]2O[C@H](CNCc3ccc(OCC(=O)Nc4nccs4)cc3)[C@@H](O)[C@H]2O)c(=O)n1,-5,-5,-7,3,1,3,3,-7,18,-4
CCOc1cc(/C=N/N2C(=O)NC3(CCCCC3)C2=O)cc(Br)c1O,-4,-4,-1,4,-3,-2,-8,-3,4,9
CCS(=O)(=O)N1CCN(c2ccc(S(=O)(=O)N3CCOCC3)cc2)CC1,6,4,-10,-3,-1,-2,-2,-2,9,-7
Cc1ccc(OCCOc2ccc(S(=O)(=O)N3CCCC3)cc2C(N)=O)cc1,-8,-15,3,2,-3,-4,-3,12,7,-7
Cc1nc2ccsc2c(=O)n1-c1ccc(Cl)cc1,-7,3,-9,2,-4,-8,-2,10,-1,-4
Cc1nc(NCc2cccnc2)c2c3c(sc2n1)CCCC3,-8,0,-11,0,-1,-7,1,-3,-2,-5
COc1ccc(C2/C=C\CN(CC(C)C)CC(=O)N2Cc2ccc(F)cc2)cc1 (stereo not given),-11,4,0,-2,-6,-4,-1,-1,16,4
CN1CCN2c3ccccc3Cc3ccccc3C2C1 (stereo not given),-4,-1,5,-10,-3,3,-13,0,11,0
CCc1cc(SC#N)cc(C)c1NC(=O)CCl,-8,4,0,0,4,-4,-1,-10,1,-1
COc1cccc(/C=N/NC(=O)c2ccc(N3CCCC3=O)cc2)c1,-3,-5,-1,-3,-3,-2,-11,-2,-1,2
Cc1[nH]c2ccccc2c1C(=O)COC(=O)Cn1c(C)nc2ccccc21,0,7,14,-1,-3,5,-2,6,2,-1
O=C(CN(Cc1ccc(F)cc1)C(=O)C1CSC(=O)C1)NC1CCCCC1 (stereo not given),5,6,-19,3,0,3,-1,1,2,-4
CCOc1ccc(C(=O)CCC(=O)N2CCC(C(=O)OC)CC2)cc1,-10,-4,4,-1,-5,1,-7,7,5,5
CCOc1ccc(NC(=O)CC2C(=O)N(c3cccc(OC)c3)C(=O)N2CCOC)cc1 (stereo not given),-5,4,7,3,-6,10,-7,-11,-2,2
O=C1N(c2cccc(Cl)c2)C(c2ccccc2)N2CCCN12 (stereo not given),8,0,-13,2,3,0,3,-1,18,-4

# Structural class, the compounds so far with an aryl methoxy group.
SMILES,ADAM10 inh,DDE Tn7 FP inh,ASAP1 GAP inh,PLCg1 inh,ADAM17 inh,Tn6 DDE FP,PLCb3 inh,TDP2 absorb,ARFGAP1 inh,SIAE inh
COc1ccc(-n2c(CNc3ccc(C)cc3)nnc2SCC(=O)Nc2nc(-c3ccccc3)cs2)cc1,-5,2,7,-2,-4,-8,2,-1,-12,-3
COc1ccccc1C(=O)N1CC(=O)Nc2ccc(C)cc2C1c1ccc(F)cc1 (stereo not given),-2,4,-2,1,0,4,5,10,-6,-4
COc1ccc(-n2c3c(cc(C(=O)NC4CCSC4=O)c2=O)C(=O)CC(C)(C)C3)cc1 (stereo not given),-62,4,8,-126,-16,6,-161,4,1,3
COc1ccc(S(=O)(=O)N2CCC(C(=O)NC(c3nc4ccccc4[nH]3)C(C)C)CC2)cc1 (stereo not given),-12,-1,7,-6,2,-13,-8,-19,10,4
COc1ccc(/C=N/NC(=O)c2cccc(Br)c2)cc1CN1CCOCC1,4,2,-1,-3,4,-2,-11,9,-6,5
COc1ccc(O)c(/C=N/NC(=O)c2ccc(CSc3nc(C)cc(C)n3)cc2)c1,19,-8,13,-31,14*,-15,-42,-10,30*,4
COc1ccc(C2/C=C\CN(CC(C)C)CC(=O)N2Cc2ccc(F)cc2)cc1 (stereo not given),-11,4,0,-2,-6,-4,-1,-1,16,4
COc1cccc(/C=N/NC(=O)c2ccc(N3CCCC3=O)cc2)c1,-3,-5,-1,-3,-3,-2,-11,-2,-1,2
CCOc1ccc(NC(=O)CC2C(=O)N(c3cccc(OC)c3)C(=O)N2CCOC)cc1 (stereo not given),-5,4,7,3,-6,10,-7,-11,-2,2
